Assay outcomes as filed in PubChem BioAssay.
Scp1 inh = blocks human Scp-1 phosphatase activity; Q9GZU7; Recombinant Scp1, phosphopeptide, malachite green phosphate absorbance; inhibition, % at 20 µM; 340,000 tested, 0.88% active;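 active = inhibition above about 50% at 20 µM, limit read from the data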;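 note: plate controls were DMSO wells with enzyme for no effect and wells lacking enzyme for full effect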
Target sequence (Q9GZU7 76-261 limits assumed): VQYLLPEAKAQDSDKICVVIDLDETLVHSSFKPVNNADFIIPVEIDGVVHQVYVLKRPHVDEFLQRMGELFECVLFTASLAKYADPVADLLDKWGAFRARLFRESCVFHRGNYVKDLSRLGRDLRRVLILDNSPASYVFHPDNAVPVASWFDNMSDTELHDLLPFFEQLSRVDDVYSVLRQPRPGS
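Test system: SCP-1 catalytic domain; Buffer or medium: Acidic Tris acetate buffer with magnesium and detergent; Also added: Phosphorylated 17-residue peptide substrate; Compound: single 20 µM dose, 1% DMSO; Schedule: enzyme reaction 45 min at room temperature, colour 5 min, stabilisation 30 min; Signal: Phosphate-binding colour reagent, absorbance read at 630 nm.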
LMPTP inh = blocks human LMPTP phosphatase; P24666; recombinant LMPTP-A, OMFP fluorogenic substrate, fluorescence intensity; inhibition, % at 20 µM; 360,000 tested, 0.22% active;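 active = compounds that cut the enzyme signal by at least half of the control window in the single-dose screen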;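 note: plate controls were DMSO wells with enzyme plus substrate for no effect and substrate without enzyme for full effect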
Target sequence (P24666 whole entry, looked up): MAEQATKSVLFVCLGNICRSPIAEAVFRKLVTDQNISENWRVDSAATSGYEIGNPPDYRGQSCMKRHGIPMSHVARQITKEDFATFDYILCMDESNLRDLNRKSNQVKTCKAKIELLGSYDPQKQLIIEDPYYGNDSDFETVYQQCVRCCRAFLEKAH
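Assay system: LMPTP-A, protein tyrosine phosphatase of low molecular weight / Medium: pH 6.0 Bis-Tris buffer with DTT and Triton X-100 / Schedule: 50 min enzyme reaction at room temperature, protected from light / Measured by: endpoint fluorescence intensity from OMFP dephosphorylation / Read-out basis: % inhibition relative to no-enzyme and uninhibited control wells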
Rpn11 block = blocks the human proteasome subunit Rpn11; O00487; human 26S proteasome, Ub4-pepOG fluorescence polarization; 20S core pre-blocked with epoxomicin; calls only at 20 µM; 360,000 tested, 0.59% active;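 active = inhibition at 20 µM, scaled to each plate's controls, above about 33%, limit read from the data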
CSN inh = inhibitors of human CSN-mediated cullin deneddylation | Purified CSN, SCF-Nedd8-OG deneddylation, fluorescence polarization | AID 651999 | Q92905 | 360,000 tested, 0.38% active | inhibition, % at 12.5 µM;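 active = pattern-corrected inhibition above about 35%, with an unprinted fluorescence ratio check between 0.5 and 1.5, limit read from the data, passing the limit was not always enough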;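 note: 0% = enzyme with substrate and 100% = substrate without enzyme; some results filed as inactive read as strong as hits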
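Schedule: reaction 90 min, room temperature / Assay system: HEK293T-derived human Csn5 enzyme / Input: Csn5 at 0.24 nM final / Measure: inhibition of Csn5 cleavage, % / Control set: substrate-only high control, full reaction low control / Technique: fluorescence polarization of the substrate / Buffer or medium: Tris/NaCl/DTT buffer, pH 7.5 / Reagent: SCFSkp2-Nedd8OG substrate at 10 nM final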
TbMetRS inhib = blocks T. brucei methionyl-tRNA synthetase activity; purified T. brucei MetRS, ATP depletion, Kinase-Glo luminescence; 360,000 tested, 0.4% active; inhibition, % at 11.9 µM; AID 624268;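 active = inhibition above a per-plate cutoff of the control wells' mean inhibition plus 3 SD, cut at about 5.5% in these data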;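 note: 0% = DMSO wells median and 100% = median of wells with control inhibitor compound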
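Material – parasite MetRS enzyme · Medium – HEPES-MgCl2-KCl buffer plus DTT, spermine, BSA, pyrophosphatase · Reagent – ATP, methionine and E. coli bulk tRNA substrates · Times – 15 min enzyme-compound preincubation, 2 h reaction, 10 min detection, 25 °C · Measured by – luminescence of leftover ATP · Evaluation – percent inhibition relative to median high and low control wells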
NadD block = blocks S. aureus nicotinate mononucleotide adenylyltransferase. AID 602399. purified NadD enzyme, colorimetric absorbance read-out. 360,000 tested, 0.78% active. inhibition, % at 20 µM; in the data active = inhibition above about 26%; note: some compounds past the cut are filed as inactive
SUMO1 PPI mod = SUMO1-SIM interaction modulation | inhibition, % at 20 µM | 360,000 tested, 0.33% active | SUMO1 binding to a labelled peptide, TR-FRET, 1 h | P63165; in the data active = inhibition above about 37%
DNMT1 block = blocks human DNA methyltransferase DNMT1 | 360,000 tested, 0.83% active | P26358 | AID 588458 | DNMT1 molecular beacon, Hinp1I cleavage, fluorescence | inhibition (reported as % activation of signal), % at 10 µM; in the data active = inhibition above about 50%
MLLE-PAM2 inh = blocks PAM2 peptide binding to the PABP1 MLLE domain | P11940 | GST-MLLE / FITC-PAM2 fluorescence polarization | inhibition, % at 20 µM | 360,000 tested, 0.36% active | AID 588489; in the data active = inhibition above about 35%, passing the limit was not always enough;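 note: plate controls were DMSO wells with GST-MLLE for no effect and wells lacking GST-MLLE protein for full effect; some results filed as inactive read as strong as hits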
Target sequence (P11940 whole entry, looked up, the tested form may be a part): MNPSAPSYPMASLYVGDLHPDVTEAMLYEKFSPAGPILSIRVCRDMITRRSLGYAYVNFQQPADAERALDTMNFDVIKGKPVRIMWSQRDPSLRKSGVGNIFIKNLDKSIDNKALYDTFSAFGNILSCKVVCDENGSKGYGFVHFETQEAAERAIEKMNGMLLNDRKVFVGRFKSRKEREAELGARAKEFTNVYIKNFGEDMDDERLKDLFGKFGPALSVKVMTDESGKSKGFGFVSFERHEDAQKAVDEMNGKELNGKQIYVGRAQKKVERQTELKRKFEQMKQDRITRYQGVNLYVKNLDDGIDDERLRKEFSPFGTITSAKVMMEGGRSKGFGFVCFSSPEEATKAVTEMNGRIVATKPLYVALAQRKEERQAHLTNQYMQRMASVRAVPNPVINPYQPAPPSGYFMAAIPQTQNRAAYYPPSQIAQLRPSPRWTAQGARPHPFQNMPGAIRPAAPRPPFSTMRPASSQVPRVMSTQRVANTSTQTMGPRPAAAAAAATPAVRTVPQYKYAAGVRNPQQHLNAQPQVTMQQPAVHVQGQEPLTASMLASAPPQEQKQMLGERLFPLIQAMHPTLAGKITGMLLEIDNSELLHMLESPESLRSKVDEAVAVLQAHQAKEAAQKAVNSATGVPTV
STEP inh = STEP (human) phosphatase inhibition; recombinant STEP, OMFP fluorogenic substrate, fluorescence; 360,000 tested, 0.25% active; P54829; inhibition, % at 20 µM; AID 588621;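 active = inhibition at 20 µM, scaled per plate between control wells, above about 37%, limit read from the data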;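 note: 0% = DMSO with enzyme and substrate and 100% = substrate only without enzyme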
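System: STEP phosphatase, cell-free reaction; Buffer or medium: Bis-Tris pH 6.0 buffer with DTT, detergent; Incubation: 20 min at room temperature, dark; Measured by: fluorescence, 480/540 nm.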
* marks the source's active call; other numbers are inactive results; i = inactive; / = no result given. Rows are unselected; 3.6% or so of the library scored in one or more.

SMILES | Scp1 inh | LMPTP inh | Rpn11 block | CSN inh | TbMetRS inhib | NadD block | SUMO1 PPI mod | DNMT1 block | MLLE-PAM2 inh | STEP inh
O=S(=O)(NC1CCCCC1Oc1ccccc1)c1ccccc1 (stereo not drawn) | -1 | 0.8 | i | 2 | -0.3 | -2 | 0 | 5 | 1 | 0
CCn1c(NC(=O)c2ccco2)c(-c2ccccc2Cl)c(=O)c2ccccc21 | 0 | -2.6 | i | -2 | -0.4 | -6 | 3 | -1 | 1 | -4
COc1cc(CCC(=O)Nc2ccc(C)c(S(=O)(=O)N3CCCCCC3)c2)cc(OC)c1OC | -6 | 0.8 | i | 0 | -0.2 | -4 | 1 | -3 | -1 | 1
COc1ccc(CNC(=O)C2(C)Cc3c(-c4ccc5c(c4)OCO5)ccnc3O2)cc1OC (stereo not drawn) | / | -0.5 | i | 3 | 0.9 | -8 | 2 | 1 | 5 | 1
COc1ccccc1NC(=O)CSc1nnc(-c2ccco2)n1Cc1ccco1 | 0 | 0.0 | i | 8 | -0.2 | 4 | -1 | -7 | 10 | -2
CC(C)(O)C#Cc1ccc(C(=O)N2CCN(c3ccccc3)CC2)cc1 | 5 | -0.8 | i | 3 | -1.0 | 0 | -4 | 0 | 2 | -1
COc1ccc(Cl)cc1-n1c(C)ccc1C | -3 | -1.4 | i | -4 | -0.4 | 4 | 0 | -2 | -21 | 1
O=C(NCC1CCCO1)C1CCCN1C(=O)Nc1ccccc1[N+](=O)[O-] (stereo not drawn) | -8 | -0.7 | i | 2 | -0.8 | -2 | -17 | 1 | 10 | 1
Cc1cccc(OCC(=O)NCCNC(=O)c2cnccn2)c1 | -3 | -0.5 | i | 4 | 4.0 | 3 | 1 | 2 | -11 | 0
Cc1cc(=O)[nH]c(-c2ccc(C(F)(F)F)cc2)n1 | 1 | -0.8 | i | 0 | -0.3 | -3 | -5 | 0 | -4 | -1
COc1ccc(C(=O)CN(C(=O)c2ccc(Cl)cc2)N2C(=O)C3CCCCC3C2=O)cc1 (stereo not drawn) | -12 | 1.0 | i | 2 | -0.2 | -3 | 5 | -4 | -5 | 1
Cc1cc(C)cc(NC(=O)COC(=O)c2cc(=O)[nH]c(=O)[nH]2)c1 | 1 | -1.9 | i | 6 | -0.2 | 0 | -4 | -1 | 9 | 2
CC1(C(=O)NCc2cccnc2)CCN1C(=O)Cc1cccs1 (stereo not drawn) | / | -0.5 | i | -3 | -0.2 | 1 | 5 | -2 | 11 | 3
Cc1sc(N(C(=O)CCc2ccccc2)c2ccc(C(=O)O)cc2)nc1-c1ccccc1 | -6 | 0.6 | i | -4 | -0.1 | 16 | -2 | -1 | 1 | 0
C[C@@]12C(=O)Nc3ccc(Br)cc3C(=O)N1[C@H]1c3ccccc3OC[C@@H]1[C@@H]2c1ccccc1 | -14 | 2.1 | i | 3 | -0.2 | 8 | -18 | -8 | -2 | 1
O=c1cc(CSc2nnc(COc3ccccc3)o2)c2ccccc2[nH]1 | -3 | 1.6 | i | 2 | -1.1 | -4 | 2 | 2 | -13 | 1
Cc1ccc(NC(=O)C2CCN(S(=O)(=O)c3ccc4c(c3)CCCC(=O)N4)CC2)cc1N(C)C | -8 | 1.0 | i | 1 | 0.2 | 3 | 0 | -2 | -11 | 8
COc1ccc(NC(=O)Cn2nnc(C(=O)NCc3ccc4c(c3)OCO4)c2N)cc1 | -3 | 0.1 | i | 3 | -1.0 | -3 | 2 | 12 | 4 | 0
COc1ccc(C(C(=O)NC(C)(C)C)N(C(=O)CNC(=O)c2cccs2)c2ccc(C(C)C)cc2)cc1OC (stereo not drawn) | -7 | -0.2 | i | 3 | 0.3 | 5 | 2 | 1 | -2 | 0
CC(=O)N(C(C)=O)c1nc(-c2ccccc2)cn1/N=C/c1ccccc1 | 4 | 1.1 | i | 7 | 0.5 | 2 | 1 | 5 | -4 | 4
CCOC(=O)N1CCC(N2CCCC(C(=O)c3cccc(OC)c3)C2)CC1 (stereo not drawn) | -5 | -2.2 | i | 0 | -0.5 | -9 | 1 | 19 | -17 | -2
O=C(Nc1ccnn1C1CCN(Cc2cc(Cl)ccc2O)CC1)c1cccnc1 | -3 | -0.8 | i | 0 | 0.5 | -2 | 5 | -2 | -15 | 1
Cc1ccccc1C(=O)O | -3 | 0.3 | i | -2 | -0.5 | -1 | 1 | 1 | 14 | 1
O=C(c1cc(C(=O)N2CCOCC2)c2nc3ccccc3n2c1)c1cc(Cl)cc(Cl)c1O | -13 | -0.9 | i | -5 | -0.3 | 12 | 1 | 0 | -29 | 2

Nothing new here: an excerpt of the list.
SMILES | Scp1 inh | LMPTP inh | Rpn11 block | CSN inh | TbMetRS inhib | NadD block | SUMO1 PPI mod | DNMT1 block | MLLE-PAM2 inh | STEP inh
Cc1ccc(NC(=O)C2CCN(S(=O)(=O)c3ccc4c(c3)CCCC(=O)N4)CC2)cc1N(C)C | -8 | 1.0 | i | 1 | 0.2 | 3 | 0 | -2 | -11 | 8
COc1ccc(NC(=O)Cn2nnc(C(=O)NCc3ccc4c(c3)OCO4)c2N)cc1 | -3 | 0.1 | i | 3 | -1.0 | -3 | 2 | 12 | 4 | 0
COc1ccc(C(C(=O)NC(C)(C)C)N(C(=O)CNC(=O)c2cccs2)c2ccc(C(C)C)cc2)cc1OC (stereo not drawn) | -7 | -0.2 | i | 3 | 0.3 | 5 | 2 | 1 | -2 | 0
CC(=O)N(C(C)=O)c1nc(-c2ccccc2)cn1/N=C/c1ccccc1 | 4 | 1.1 | i | 7 | 0.5 | 2 | 1 | 5 | -4 | 4
CCOC(=O)N1CCC(N2CCCC(C(=O)c3cccc(OC)c3)C2)CC1 (stereo not drawn) | -5 | -2.2 | i | 0 | -0.5 | -9 | 1 | 19 | -17 | -2
O=C(Nc1ccnn1C1CCN(Cc2cc(Cl)ccc2O)CC1)c1cccnc1 | -3 | -0.8 | i | 0 | 0.5 | -2 | 5 | -2 | -15 | 1
Cc1ccccc1C(=O)O | -3 | 0.3 | i | -2 | -0.5 | -1 | 1 | 1 | 14 | 1
O=C(c1cc(C(=O)N2CCOCC2)c2nc3ccccc3n2c1)c1cc(Cl)cc(Cl)c1O | -13 | -0.9 | i | -5 | -0.3 | 12 | 1 | 0 | -29 | 2

The list continues:
SMILES | Scp1 inh | LMPTP inh | Rpn11 block | CSN inh | TbMetRS inhib | NadD block | SUMO1 PPI mod | DNMT1 block | MLLE-PAM2 inh | STEP inh
COCCCNC(=O)c1ccc(-c2c(C)noc2C)c2ccoc12 | / | -1.3 | i | 0 | -0.1 | 0 | 4 | 1 | 10 | -1
O=C(O)C(=Cc1ccncc1)c1cccc2ccccc12 | / | -2.2 | i | 2 | -0.3 | 0 | -4 | -9 | -10 | -3
Cc1nnc2n(C)c(=O)c3c4c(sc3n12)COC(C)(C)C4 | 1 | -2.2 | i | 8 | -0.2 | -6 | 8 | -1 | 28 | -2
Cc1ccc(C)n1-n1c(C)nc2scc(-c3ccccc3)c2c1=O | -7 | 0.3 | i | 1 | -0.1 | -1 | 2 | -1 | 11 | 4
COc1ccc(OC)c(C2/C(=C(/O)c3ccccc3)C(=O)C(=O)N2Cc2ccco2)c1 (stereo not drawn) | -8 | -1.3 | i | 0 | -0.1 | 6 | -5 | -2 | 5 | -2
NC(=O)C1CCN(C(=O)CN2CCCc3ccccc32)CC1 | -8 | 3.0 | i | -6 | -1.7 | -5 | -10 | -5 | 33 | -14
Cc1cccc(N/C(N)=N/c2nc(C)c(Cc3ccccc3)c(=O)[nH]2)c1 | -2 | 1.0 | i | 6 | 0.4 | 8 | 0 | 8 | 1 | 1
Cc1ccc(C)c(NC(=O)NNS(=O)(=O)c2ccc(C)c(C)c2)c1 | 1 | 0.9 | i | 5 | -0.7 | -6 | 3 | -1 | -1 | 0
Cc1cc(=O)oc2c3c(cc(OCC(=O)N[C@H](C(=O)O)c4ccccc4)c12)OC(C)(C)CC3 | 1 | -0.6 | i | 3 | -1.3 | -2 | 13 | 2 | 5 | 0
CCc1ccccc1NNC(=O)c1snnc1C | -16 | -1.2 | i | 2 | 0.3 | 4 | -4 | 0 | -2 | -1
COC(=O)NCc1ccc2c(c1)OCO2 | -4 | -3.2 | i | -2 | -0.3 | 4 | -2 | 0 | 3 | 0
CCOc1ccc2nc(NC(=O)c3c([N+](=O)[O-])cnn3CC)sc2c1 | 5 | -0.5 | i | -1 | -1.2 | -4 | 2 | 2 | 5 | -4
CCCCCC(=O)N1C[C@@H](O)[C@H](n2cc(COC(=O)c3ccccc3)nn2)C[C@@H]1c1ccc(Cl)cc1 | / | 1.8 | i | 4 | -0.5 | -1 | 1 | 3 | 9 | 1
COc1cccc(N2CCN(C(=O)Nc3ccc4c(c3)NC(=O)CO4)CC2)c1 | -7 | -0.5 | i | -3 | 0.1 | -2 | 7 | 2 | 5 | 6
C[C@H](NC(=O)OCc1ccccc1)c1nnc([C@H](Cc2ccccc2)NC(=O)OC(C)(C)C)o1 | -2 | 0.9 | i | 3 | -0.2 | -7 | -1 | -4 | -10 | 3
COC(=O)C1CCN(C(=O)c2cc(S(=O)(=O)N3CCCCC3)ccc2Cl)CC1 | -5 | -1.7 | i | 2 | -0.1 | -7 | -4 | 4 | 4 | -1
OCC[C@@H]1C[C@H](O)[C@@H](O)[C@]2(OCCc3cc(Cl)ccc32)O1 | / | -0.8 | i | 9 | -0.3 | -2 | 0 | -2 | -2 | -2
O=C(NC1=NCCS1)c1ccccc1 | -3 | -1.4 | i | 5 | -0.1 | -1 | 2 | 0 | 3 | 0
COc1ccc(OCCNS(=O)(=O)c2ccccc2)cc1 | -6 | -1.1 | i | 3 | -0.4 | 4 | 0 | 2 | -4 | -2
COc1ccccc1N(O)C1CC(=O)N(c2ccc(Br)cc2)C1=O (stereo not drawn) | -10 | 0.7 | i | 20 | 0.5 | -4 | -6 | -11 | 20 | -1
CC(C)CC(=O)N1CCC(N(CCc2ccccc2)Cc2ccccc2)CC1 | 0 | -2.8 | i | -5 | -0.7 | -3 | 0 | 4 | 1 | -2
CCCCc1ccc(NS(=O)(=O)N(C)C)cc1 | -1 | 0.0 | i | -2 | -1.7 | -1 | 2 | 7 | -14 | 0
